From PubChem
USP28 inh: inhibitors of human USP28 deubiquitinase; purified USP28, Ub-rhodamine cleavage fluorescence, 30 min; inhibition, % at 25 µM; hit rate 3% among 47,000; AID 1645857
Target sequence (Q96RU2 whole entry, looked up): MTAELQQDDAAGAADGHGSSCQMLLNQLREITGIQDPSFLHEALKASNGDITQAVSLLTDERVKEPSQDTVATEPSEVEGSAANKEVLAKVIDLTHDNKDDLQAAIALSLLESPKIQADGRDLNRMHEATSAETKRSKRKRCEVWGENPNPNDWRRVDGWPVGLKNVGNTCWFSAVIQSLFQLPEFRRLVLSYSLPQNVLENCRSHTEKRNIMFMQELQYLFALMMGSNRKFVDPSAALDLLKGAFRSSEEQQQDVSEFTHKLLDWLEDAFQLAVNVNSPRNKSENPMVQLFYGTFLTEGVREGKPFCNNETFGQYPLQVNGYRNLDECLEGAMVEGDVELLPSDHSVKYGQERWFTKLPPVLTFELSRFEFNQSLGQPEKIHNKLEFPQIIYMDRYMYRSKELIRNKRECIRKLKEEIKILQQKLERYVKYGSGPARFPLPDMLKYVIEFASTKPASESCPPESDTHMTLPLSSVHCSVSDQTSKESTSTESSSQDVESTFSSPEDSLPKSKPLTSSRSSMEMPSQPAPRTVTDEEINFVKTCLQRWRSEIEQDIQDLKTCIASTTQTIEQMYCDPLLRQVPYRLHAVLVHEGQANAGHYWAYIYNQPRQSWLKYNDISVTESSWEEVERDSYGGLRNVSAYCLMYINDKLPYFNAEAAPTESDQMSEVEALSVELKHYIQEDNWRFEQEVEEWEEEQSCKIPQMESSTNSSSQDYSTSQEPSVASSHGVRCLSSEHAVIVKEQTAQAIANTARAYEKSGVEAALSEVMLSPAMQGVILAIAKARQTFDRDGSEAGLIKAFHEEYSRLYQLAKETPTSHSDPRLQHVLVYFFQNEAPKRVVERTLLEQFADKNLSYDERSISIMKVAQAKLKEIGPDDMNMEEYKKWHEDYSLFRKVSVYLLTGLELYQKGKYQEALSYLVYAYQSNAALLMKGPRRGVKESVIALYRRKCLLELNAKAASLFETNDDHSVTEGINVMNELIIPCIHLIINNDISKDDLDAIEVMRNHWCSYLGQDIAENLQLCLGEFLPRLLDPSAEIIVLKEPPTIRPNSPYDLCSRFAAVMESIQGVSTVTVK
OTUD3 inh: blocks human OTUD3 ubiquitin-rhodamine cleavage. inhibition, % at 25 µM. purified OTUD3, Ub-rhodamine fluorescence, 2 h. AID 1645858. hit rate 0.7% among 47,000. Q5T2D3
UCHL1 inh: inhibitors of human UCHL1 deubiquitinase; purified UCHL1, Ub-rhodamine cleavage fluorescence; inhibition, % at 20 µM; hit rate 0.2% among 47,000; P09936; AID 1645859
USP10 block: inhibitors of human USP10 deubiquitinase; inhibition, % at 20 µM; hit rate 1.1% among 47,000; purified USP10, Ub-rhodamine fluorescence, 60 min
USP30 inh: blocks human USP30 ubiquitin-rhodamine cleavage. purified USP30, Ub-rhodamine cleavage fluorescence. inhibition, % at 25 µM. AID 1645860. hit rate 5.3% among 47,000
USP8 block: human USP8 deubiquitinase inhibition | hit rate 4.2% among 47,000 | purified USP8, Ub-rhodamine cleavage fluorescence, 30 min | inhibition, % at 20 µM | AID 1645853
USP7 block: inhibitors of human USP7 deubiquitinase; hit rate 0.3% among 47,000; purified USP7, Ub-rhodamine cleavage fluorescence; inhibition, % at 20 µM
USP17 block: inhibitors of human USP17 deubiquitinase. purified USP17, Ub-rhodamine cleavage fluorescence, 3 h. hit rate 6.5% among 47,000. A8MUK1. inhibition, % at 50 µM. AID 1645855
Starred values were filed as active, the others as inactive; i = inactive; / = not tested or not shown. No stated cut-off is given here; in the data, active means inhibition above about 30%; inactive means the rest. Hits appear at their usual frequency, and some 13% of all compounds hit somewhere here.

1	COc1ccccc1NC(=O)N1CCC(c2nc(-c3cccc(C(F)(F)F)c3)no2)CC1
2	COc1ccc(-c2n[nH]c(-c3nc4ccccc4c(=O)[nH]3)n2)cc1
3	Cc1ccccc1-c1noc2ncnc(NCCCN3CCCCC3)c12
4	Cc1cc(-c2nnc(C3CCC3)o2)c(C)n1CC(=O)Nc1ccccc1
5	CC1CCN(Cc2nc(-c3ccc(N4CCCCC4)nc3)no2)CC1
6	O=C(c1cnc2ccccc2n1)N1CCCn2c(nc3ccccc32)C1

assay / entry	1	2	3	4	5	6
USP28 inh	7	/	2	12	8	0
OTUD3 inh	14	0	0	6	16	0
UCHL1 inh	6	-139	0	1	2	0
USP10 block	6	-2	-2	2	1	0
USP30 inh	16	/	-13	-59	2	-6
USP8 block	17	-14	10	20	15	-169
USP7 block	10	-113	-1	-3	-5	0
USP17 block	8	-168	2	0	9	-27

7	CCCNC(=O)COC(=O)c1cc(-c2cc(OC)c(OC)c(OC)c2)nc2ccccc12
8	Brc1ccc(C2(c3nc(Cc4ccccc4)no3)CCOCC2)cc1
9	CC(C)(C)NC(=O)CN1c2cccc3cccc(c23)S1(=O)=O
10	Cc1cc(C)n(CC2CN(Cc3noc(C4CC4)n3)CCO2)n1 (stereo not given)
11	Cn1nc(CNC(=O)c2ccc3c(c2)OCO3)c2ccccc21
12	COc1ccc(CNC(=O)c2ccc3nnc(-c4ccccc4)n3c2)cc1

assay / entry	7	8	9	10	11	12
USP28 inh	/	9	10	-6	1	0
OTUD3 inh	-3	4	6	-1	0	-1
UCHL1 inh	5	-4	0	-5	-2	0
USP10 block	-2	1	-2	-1	0	-2
USP30 inh	/	4	0	-28	3	-11
USP8 block	4	-1	-11	-7	10	-6
USP7 block	2	-9	0	0	1	-5
USP17 block	7	0	28	-16	4	-5

13	Cc1cccc(NC(=O)CSc2nc3nc(C)ccc3o2)c1
14	CC(C)C[C@H](NC(=O)OC(C)(C)C)C(=O)N1CCC(C(=O)N[C@H](C(=O)O)C(C)C)CC1
15	COc1ncccc1CNC(=O)NC1CCCCC1
16	COc1ccc(-c2n[nH]c3c2CN(C(=O)c2ccccc2)CC3)cc1
17	C=C1OC(=O)[C@]2([C@H](C)C=CC(=O)[C@@H]2O)[C@H]1O
18	CCN(CC)CCNc1ccc2nnc(CCNS(=O)(=O)c3ccc(C)cc3)n2n1

assay / entry	13	14	15	16	17	18
USP28 inh	7	13	7	8	6	6
OTUD3 inh	13	9	7	7	5	3
UCHL1 inh	1	5	1	4	1	-1
USP10 block	0	0	0	2	-1	0
USP30 inh	16	28	10	22	2	9
USP8 block	-2	22	8	-14	0	-2
USP7 block	-1	8	2	-3	4	4
USP17 block	-3	11	9	2	-1	5

From entry 15 to 17, copied from above:
15	COc1ncccc1CNC(=O)NC1CCCCC1
16	COc1ccc(-c2n[nH]c3c2CN(C(=O)c2ccccc2)CC3)cc1
17	C=C1OC(=O)[C@]2([C@H](C)C=CC(=O)[C@@H]2O)[C@H]1O

assay / entry	15	16	17
USP28 inh	7	8	6
OTUD3 inh	7	7	5
UCHL1 inh	1	4	1
USP10 block	0	2	-1
USP30 inh	10	22	2
USP8 block	8	-14	0
USP7 block	2	-3	4
USP17 block	9	2	-1

Remaining list, next part.
19	O=C(c1ccc(F)cc1)c1sc(Nc2ccc3c(c2)OCCO3)nc1-c1ccccc1
20	O=C(NCC(c1cccnc1)N1CCN(Cc2ccccc2)CC1)c1ccccc1 (stereo not given)
21	O=C(COc1ccccc1)N1CCC2(CC1)NC(=O)N(Cc1ccc(Cl)cc1)C2=O
22	CC(C)c1ccc(CNc2nc3ccncc3n(Cc3ccccc3)c2=O)cc1
23	O=C(c1ccc(F)cc1)N1CCN(Cc2cc(=O)c3ccccc3[nH]2)CC1
24	O=C(N[C@@H]1CC[C@@H](Oc2ccccc2)[C@@H](O)[C@@H]1O)c1ccccc1

assay / entry	19	20	21	22	23	24
USP28 inh	15	4	-14	/	-11	9
OTUD3 inh	-41	2	-17	1	-1	15
UCHL1 inh	-6	0	2	-7	-5	3
USP10 block	-2	-2	-2	-6	-2	6
USP30 inh	-149	6	-18	/	1	11
USP8 block	-12	1	-9	-25	0	1
USP7 block	-6	6	-12	-3	-2	5
USP17 block	-43	-1	/	10	-4	5

25	CCn1nc(C(=O)Nc2cccc(C)n2)cc1C
26	CC(=O)NC(Cc1ccccc1C)C(=O)NC1CCN(C(=O)c2ccc(C)cc2)CC1 (stereo not given)
27	CN(C)CCN1C(=O)C(O)=C(C(=O)c2cc3ccccc3o2)C1c1cccs1 (stereo not given)
28	Cc1cn2c(=O)cc(COc3ccc(C(C)C)cc3)nc2s1
29	Nc1nonc1C(=O)NCCNCc1cccc(OCc2ccc(Cl)cc2)c1
30	NC(=O)/C=C/c1ccccc1

assay / entry	25	26	27	28	29	30
USP28 inh	8	-5	-3	1	56*	-2
OTUD3 inh	9	0	-4	1	-3	-3
UCHL1 inh	1	0	0	1	0	-1
USP10 block	-1	1	-2	0	2	2
USP30 inh	21	4	-8	10	17	6
USP8 block	21	-59	-12	0	-3	-1
USP7 block	1	1	1	4	-55	0
USP17 block	12	-4	-1	8	9	0

31	CC1CC(=O)c2cnc(NCC3CCCO3)nc2C1 (stereo not given)
32	CCN1C(=O)C[C@@H](C(=O)N2CCCN(C(C)=O)CC2)[C@@H]1c1ccccc1OC
33	COc1cccc(-c2cncc(C3CCN(S(=O)(=O)N(C)C)CC3)n2)c1
34	Cc1ccccc1C(=O)N1CCCn2cnc(COC(C)C)c2C1
35	CN(Cc1ccc2c(c1)OCO2)C(=O)CCc1nc2ccccc2c(=O)[nH]1
36	O=C1NC(c2ccccc2)=N[C@@]12CC[C@@H]1CN(Cc3ccc(F)cc3)C[C@@H]12

assay / entry	31	32	33	34	35	36
USP28 inh	16	15	7	-9	5	-3
OTUD3 inh	11	19	4	-10	9	2
UCHL1 inh	0	1	5	-2	-1	-2
USP10 block	1	3	-1	1	2	0
USP30 inh	13	21	15	-11	30	-3
USP8 block	0	14	10	-16	3	-11
USP7 block	0	5	4	1	3	-8
USP17 block	20	16	1	2	7	-4

37	Cc1nc2c(-c3ccncc3)nsc2c(=O)n1CC(=O)Nc1ccccc1F
38	O=C(NCc1ccccc1F)C1CCCN(c2cnc3nccnc3c2)C1 (stereo not given)
39	COCCCNC(=O)c1ccc(COc2cccc3c2OC(C)(C)C3)cc1
40	Clc1ccc(Cn2c(NCc3ccccc3Cl)nc3ccccc32)cc1
41	Cc1ccccc1C(=O)N1C[C@@H]2C[C@H](NC(=O)c3cccnc3)[C@H]1C2
42	Cc1cccc(C(=O)N[C@@H]2C(=O)Nc3c(c(C)nn3C)[C@H]2c2ccc3c(c2)OCCO3)c1

assay / entry	37	38	39	40	41	42
USP28 inh	-67	-251	0	15	-7	-11
OTUD3 inh	-65	-194	-3	9	-10	-8
UCHL1 inh	-2	-106	2	7	-4	1
USP10 block	-12	-6	-1	14	-4	1
USP30 inh	-332	i	-3	34*	-2	-3
USP8 block	0	-204	-4	-2	-10	-4
USP7 block	-2	-105	-6	-35	-4	0
USP17 block	46*	-166	2	6	-7	-9

Arranged by length of the SMILES (falling): 3 of the compounds above.
41	Cc1ccccc1C(=O)N1C[C@@H]2C[C@H](NC(=O)c3cccnc3)[C@H]1C2
37	Cc1nc2c(-c3ccncc3)nsc2c(=O)n1CC(=O)Nc1ccccc1F
40	Clc1ccc(Cn2c(NCc3ccccc3Cl)nc3ccccc32)cc1

assay / entry	41	37	40
USP28 inh	-7	-67	15
OTUD3 inh	-10	-65	9
UCHL1 inh	-4	-2	7
USP10 block	-4	-12	14
USP30 inh	-2	-332	34*
USP8 block	-10	0	-2
USP7 block	-4	-2	-35
USP17 block	-7	46*	6

More records.
43	COc1ccc(Cl)cc1NC(=O)C1C2C(=O)N(c3ccc4c(c3)OCO4)C(=O)C2C2c3ccccc3C=CN12 (stereo not given)
44	N#Cc1c(N)nc2c(c1N)C(c1ccccc1)CO2 (stereo not given)
45	Cc1nc2nc(SCc3nc4ccccc4n3C)[nH]c2cc1Br
46	Clc1ccc(Oc2nc3ccccc3c3nnc(-c4ccc(Br)cc4)n23)c(Cl)c1
47	CCN1CCN(C(=O)c2sc(-c3ccccc3F)nc2C)CC1
48	Cc1ccc(NC(=O)Cn2c(N3CCCCC3)nc(C)cc2=O)cc1

assay / entry	43	44	45	46	47	48
USP28 inh	-11	18	-26	2	-3	-3
OTUD3 inh	-57	4	-47	9	-2	-7
UCHL1 inh	-156	-1	-9	3	6	-1
USP10 block	-7	3	-3	4	0	3
USP30 inh	i	58*	-178	19	1	0
USP8 block	30	0	-15	5	-8	-1
USP7 block	-153	2	-13	5	1	-3
USP17 block	-56	44*	53*	37*	0	0

49	c1coc(CN(c2ncnc3sccc23)C2CC2)c1
50	CCOc1ccccc1C(=O)NCc1c(C)nc2sc(C)nn12
51	O=c1[nH]ncn1-c1ccc(OCc2ccccc2)cc1
52	O=C(Nc1ccnn1C1CCCC1)c1cccnc1Oc1ccccc1
53	CC1CCN(C(=O)CSc2nc(N)c3c4c(sc3n2)CN(C)CC4)CC1
54	Cc1cc(Nc2nc3ccccc3nc2N2CCCCC2)n(-c2ccccc2)n1

assay / entry	49	50	51	52	53	54
USP28 inh	18	1	9	4	-38	0
OTUD3 inh	7	14	-10	5	-71	-10
UCHL1 inh	2	1	1	1	-10	6
USP10 block	-1	0	-1	-1	-13	7
USP30 inh	5	28	-3	3	-234	-44
USP8 block	14	-2	6	5	-6	4
USP7 block	3	8	2	-1	-15	-22
USP17 block	3	7	21	2	-37	-6

55	O=C(O)c1cc(-c2ccc(F)cc2)nc2ccnn12
56	Cc1ccn2c(=O)c(C(=O)NCc3ccc4c(c3)OCO4)cnc2c1
57	CC(C)c1ccc(S(=O)(=O)N2CCC(C(=O)N3CCc4sccc4C3)CC2)cc1
58	Cc1ccc(C)c(N2CCN(C(=O)C3CCN(c4cnc5nccnc5c4)CC3)CC2)c1
59	COc1ccc(CCNC(=O)c2ccc(N3C(=O)[C@@H]4Cc5c([nH]c6ccccc56)C(c5ccc(C)cc5)N4C3=O)cc2)cc1 (stereo not given in full)
60	CCN1C(=O)[C@H]2CN(C(=O)N(C)C)C[C@H]2C12CCN(C(=O)Cc1ccccc1)CC2

assay / entry	55	56	57	58	59	60
USP28 inh	/	-20	7	-147	-143	10
OTUD3 inh	-3	-21	13	-131	-113	10
UCHL1 inh	2	-14	1	-41	-52	0
USP10 block	2	-11	-9	-8	-8	-6
USP30 inh	/	-42	12	i	i	19
USP8 block	0	-19	19	-137	-137	-1
USP7 block	7	-8	7	-34	-41	6
USP17 block	8	-9	3	-180	-99	9

61	CC(C)C(=O)O[C@H]1[C@H](C)C(=O)O[C@@H](C)[C@@H](NC(=O)c2cccc(NC=O)c2O)C(=O)O[C@@H]1C
62	O=C(CCc1nnc2ccc(N3CCCC3)nn12)NCCN1CCCC1
63	Cc1cc(N2CCc3ccccc32)n2nc(-c3ccco3)nc2n1
64	CCc1nnc(CN2CCC(C3CCCCCN3C(=O)c3ccccc3)CC2)o1 (stereo not given)
65	CCCC(C)NC(=O)COC(=O)c1cc(-c2ccc(Cl)cc2)nc2ccccc12 (stereo not given)
66	CCc1nnc(-c2cn(CC(=O)N3CCc4ccccc43)c3ccccc23)o1

assay / entry	61	62	63	64	65	66
USP28 inh	18	-7	-10	-5	8	-5
OTUD3 inh	18	-7	-10	-11	3	1
UCHL1 inh	-6	-4	-10	-5	0	-4
USP10 block	-2	0	-3	-1	-4	3
USP30 inh	35*	-20	-10	-11	-15	-7
USP8 block	-31	-3	-19	-25	12	1
USP7 block	-8	-4	-11	0	4	-1
USP17 block	45*	-2	0	-23	11	-2

67	Cc1ccc(C(CNC(=O)Cc2ccc(F)cc2)N2CCOCC2)cc1 (stereo not given)
68	O=C(CCC1=NS(=O)(=O)c2ccccc2N1)NCc1ccccc1Cl
69	O=C(Nc1cnc(N2CCCCCC2)nc1)C1CC1
70	Cc1nc(-c2ccncc2)nc2c1CCC(=O)N2C1CCCCC1

assay / entry	67	68	69	70
USP28 inh	-3	0	-6	-9
OTUD3 inh	-2	-2	-11	-9
UCHL1 inh	-2	-1	-6	-4
USP10 block	1	1	-4	-4
USP30 inh	-4	11	-53	-27
USP8 block	-3	0	4	-285
USP7 block	-21	1	-1	-10
USP17 block	-6	0	-10	-51
